# RAD54 branch: inhibitors of human RAD54 branch migration. RAD54 Holliday junction branch migration, FAM/BHQ fluorescence. inhibition, % at 10.4 µM. 360,000 tested, 0.14% active;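 active means mean normalized replicate activity at least 40 and at least half of replicates scoring 40 or more; inconclusive means only one of the two criteria met; inactive means mean below 40 and under half of replicates reaching 40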;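 further: 0% = median of neutral control wells and 100% = median of positive control wells; inhibitors cause a drop in the FAM fluorescence signal; in these data hits start at about 50%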
# DENV2 CPE rescue: DENV2-induced cell death inhibition; CPE inhibition, % at 9.99 µM; 350,000 tested, 1.7% active; DENV2-infected cells, cytopathic effect rescue, plate reader; in the data active means CPE inhibition above about 20%, passing the limit was not always enough; inconclusive means no clear call, values can overlap the other calls; tested in BHK-21 cells;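 further: 0% = median of neutral control wells and 100% = median of positive control wells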
# F508del corr: CFTR F508del correction in bronchial cells. activity (quench increase), % at 7.58 µM. 350,000 tested, 0.36% active. CFBE cells, YFP halide quenching; stimulated with forskolin plus potentiator P3; % fluorescence drop versus neutral controls;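 active means mean added fluorescence quench of at least 8% versus neutral control, with both replicates also reaching 8%; inconclusive means only one of the mean or replicate conditions met; inactive means mean below 8% and not both replicates reaching 8%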;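 further: cells transiently co-express mutant CFTR-F508del with the halide-sensitive YFP; corrector assay measuring rescue of mutant channel to the surface after 24 h compound exposure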
# Casp6 inh: inhibitors of human caspase-6. P55212. inhibition, % at 12.5 µM. 350,000 tested, 0.53% active. purified caspase-6, Z-VEID-R110 cleavage fluorescence. AID 686996;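 active means mean inhibition across replicates at least about 35%, with every replicate also reaching that limit, limit read from the data; inconclusive means only one of the two criteria met; inactive means neither criterion met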;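 further: 0% = median of neutral control wells and 100% = no fluorescence left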
# Target sequence (P55212 24-179 limits assumed): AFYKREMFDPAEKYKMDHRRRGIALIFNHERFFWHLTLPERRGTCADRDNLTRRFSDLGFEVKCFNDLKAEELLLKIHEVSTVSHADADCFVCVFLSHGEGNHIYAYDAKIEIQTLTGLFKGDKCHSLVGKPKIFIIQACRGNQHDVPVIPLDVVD
# Target sequence (P55212 194-293 limits assumed): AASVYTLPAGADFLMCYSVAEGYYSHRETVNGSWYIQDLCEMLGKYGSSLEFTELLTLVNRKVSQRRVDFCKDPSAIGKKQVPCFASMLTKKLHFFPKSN
# E-selectin induc: induces E-selectin expression in human endothelial cells | P16581 | HUVEC E-selectin immunofluorescence imaging; normalized: neutral wells 0, TNF-alpha wells 100 | activation, % at 7.58 µM | 260,000 tested, 0.37% active | AID 686992;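 active means mean E-selectin-positive cell signal at least 10% of the positive control, reached in at least 60% of replicates, without over 20% cell loss; inconclusive means no rule given, readout overlaps actives, possibly toxicity-flagged; inactive means the rest, including those meeting only one limit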;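 further: in these data hits start at about 27%; measured in HUVEC primary endothelial cells; signal is the percent of cells scored E-selectin positive by PE staining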
# Target sequence (P16581 whole entry, looked up): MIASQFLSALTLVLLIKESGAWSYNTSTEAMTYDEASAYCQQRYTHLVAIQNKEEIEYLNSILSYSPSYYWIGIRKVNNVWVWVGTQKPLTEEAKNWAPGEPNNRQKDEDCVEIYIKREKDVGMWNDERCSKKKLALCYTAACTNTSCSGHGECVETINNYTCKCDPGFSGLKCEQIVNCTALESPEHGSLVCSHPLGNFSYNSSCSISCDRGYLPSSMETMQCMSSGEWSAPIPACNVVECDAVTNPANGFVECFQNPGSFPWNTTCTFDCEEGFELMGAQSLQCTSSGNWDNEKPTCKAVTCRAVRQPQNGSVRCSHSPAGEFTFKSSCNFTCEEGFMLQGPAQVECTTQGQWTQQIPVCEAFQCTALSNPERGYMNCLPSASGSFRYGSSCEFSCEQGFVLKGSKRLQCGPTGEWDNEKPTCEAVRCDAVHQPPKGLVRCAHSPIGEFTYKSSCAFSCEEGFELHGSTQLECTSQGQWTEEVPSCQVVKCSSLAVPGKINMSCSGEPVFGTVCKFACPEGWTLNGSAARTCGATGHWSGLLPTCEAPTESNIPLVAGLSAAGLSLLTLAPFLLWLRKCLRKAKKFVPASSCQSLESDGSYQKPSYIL
#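 material = human umbilical vein endothelial cells (HUVEC), E-selectin induction | quantity = 3,000 cells/well | medium = EGM-2 growth medium on 0.1% gelatin-coated wells | technique = immunofluorescence imaging | read-out basis = % PE-positive cells | control set = TNF-alpha positive control, DMSO neutral control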
# RAD52 inh: blocks human RAD52 DNA annealing; inhibition, % at 18.7 µM; 360,000 tested, 0.46% active; recombinant RAD52 DNA annealing, FRET fluorescence; AID 651710;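 active means every replicate showing at least 50% inhibition; inconclusive means mean inhibition at least 50% but not in every replicate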
# GSIS activator: primary screen for activators of insulin secretion dependent on glucose, INS-1E cells, GLuc reporter luminescence | AID 743287 | 370,000 tested, 0.61% active | activation, % at 16.6 µM | INS-1E GLuc reporter insulin secretion, 2-3 h;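 active means lowest replicate activation of at least 40%, so every replicate reaches that level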;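 further: 0% = median of neutral control wells and 100% = median of IBMX positive control wells; some compounds called inactive have numbers as strong as hits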
# Xi reactivation: X-chromosome reactivation activator; activation, % at 7.58 µM; XiGFP mouse fibroblasts, % GFP-positive cells imaging, 3 d; cells co-treated with 5-aza-dC sensitizer; scaled so ellipticine positive control = 100%; 360,000 tested, 0.055% active;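 active means mean normalized replicate activation at least 10% and every replicate at or above 10%; inconclusive means only one of the two criteria met; inactive means mean below 10% and not all replicates reach 10%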;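 further: 0% = median of on-plate neutral control wells and 100% = ellipticine 6 µM median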
#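 Material: XiGFP fibroblasts, SV40-immortalized; Buffer or medium: DMEM containing 5-aza-dC; Compound dosing: single point; Times: 3 days compound exposure.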
# * = called active by the depositor; ? = inconclusive; . = not tested or not shown.
(1) C[C@@H]1CCCCO[C@H](CN(C)S(C)(=O)=O)[C@@H](C)CN([C@@H](C)CO)C(=O)c2cc(NC(=O)NC3CCCCC3)ccc2O1
(2) COc1ccc(S(=O)(=O)N2CCC(C(=O)NCCc3ccc(OC)c(OC)c3)CC2)cc1
(3) O=C(CN1CCNCC1)NCCSc1ccc(Cl)cc1
(4) CN1CCN(C(=O)c2cc3c(c(-c4cccc(-c5cccc(F)c5)c4)n2)[C@@H](CCO)N(S(=O)C(C)(C)C)C3)CC1 (some centres undefined)
(5) Cc1ccc(S(=O)(=O)N(C)C[C@H]2OCCCC[C@@H](C)Oc3ccc(NC(=O)CCCN(C)C)cc3C(=O)N([C@H](C)CO)C[C@@H]2C)cc1
(6) C[C@@H](NC(=O)C[C@H]1CC[C@@H]2[C@H](COC[C@@H](O)CN2C(=O)Nc2ccccc2)O1)c1ccccc1
(7) O=C(CN1CCN(C(=O)C2CC2)CC1)Nc1ccc(Cl)cc1F
(8) CC(C)NC(=O)N(C)C[C@@H]1Oc2c(NS(=O)(=O)c3cn(C)cn3)cccc2C(=O)N([C@@H](C)CO)C[C@@H]1C
(9) CO[C@@H]1CN(C)C(=O)c2ccc(NC(=O)C3CC3)cc2OC[C@H](C)N(C(=O)c2ccccn2)C[C@@H]1C
(10) COCCNC(=O)C[C@H]1CC[C@@H]2[C@H](COC[C@@H](O)CN2C(=O)Nc2ccccc2OC)O1
assay / entry	1	2	3	4	5	6	7	8	9	10
RAD54 branch	-1	3	.	6	4	-4	.	0	4	6
DENV2 CPE rescue	-3	-1	3	-1	0	10	-2	0	2	-1
F508del corr	-0.6	-1.1	-1.2	-1.5	1.3	-1.7	5.2	1.7	0.4	0.7
Casp6 inh	0	3	-27	1	-1	1	2	2	.	0
E-selectin induc	-0.1	0.1	-2.7	0.1	.	0.1	.	-0.1	0.1	0.0
RAD52 inh	1	2	-2	-28	14	6	-1	5	-9	-2
GSIS activator	-6	-7	8	7	6	-1	-13	14	-9	-2
Xi reactivation	0.1	0.4	0.0	0.0	0.0	0.6	0.0	0.1	0.4	-0.1

# 3 entries out of the list above, ordered by the value under F508del corr, smallest number first.
item | SMILES | F508del corr | Casp6 inh | RAD52 inh | GSIS activator
4 | CN1CCN(C(=O)c2cc3c(c(-c4cccc(-c5cccc(F)c5)c4)n2)[C@@H](CCO)N(S(=O)C(C)(C)C)C3)CC1 (some centres undefined) | -1.5 | 1 | -28 | 7
10 | COCCNC(=O)C[C@H]1CC[C@@H]2[C@H](COC[C@@H](O)CN2C(=O)Nc2ccccc2OC)O1 | 0.7 | 0 | -2 | -2
7 | O=C(CN1CCN(C(=O)C2CC2)CC1)Nc1ccc(Cl)cc1F | 5.2 | 2 | -1 | -13

# Remaining list, next part:
(11) CCn1cc(C(=O)N2CCN(c3ccccn3)CC2)c(=O)c2cc(S(=O)(=O)N(C)C3CCCCC3)ccc21
(12) CC(C)OC(=O)c1nnc(Cc2ccc(Cl)cc2)o1
(13) CN(C)c1ccc(/C=C2\c3ccccc3C(=O)N2c2ccccc2)cn1
(14) O=C(N/N=C/C(Br)=C/c1ccccc1)c1cc(-c2ccco2)[nH]n1
(15) CCn1cc(CN2CCC(n3nccc3NC(=O)C3CCCC3)CC2)cn1
(16) NC(=O)CC(NC(=O)c1ccc(Br)cc1)c1ccc(N2CCN(c3ccccn3)CC2)c([N+](=O)[O-])c1 (centres undefined)
(17) COc1ccc(-c2nc(N)nc(C)c2-c2ccc(Cl)cc2)c(O)c1
(18) C[C@@H]1CN([C@H](C)CO)C(=O)Cc2cc(NC(=O)C3CCCCC3)ccc2O[C@H]1CN(C)CC1CC1
(19) COCC(=O)N1[C@@H](CO)[C@H](c2ccccc2)C12CN(C(=O)NC1CCCC1)C2
(20) CC1Cc2cc(/C=C3/SC(=S)N(C)C3=O)ccc2O1 (centres undefined)
assay / entry	11	12	13	14	15	16	17	18	19	20
RAD54 branch	.	10	-1	.	-4	16	-7	6	.	-1
DENV2 CPE rescue	-3	0	-4	4	0	1	0	5	-4	5
F508del corr	0.9	-3.1	-1.8	-14	-1.1	0.7	-3.3	0.9	-0.9	-1.3
Casp6 inh	2	-1	-2	20	-15	0	5	-2	2	-3
E-selectin induc	0.2	-0.1	2.0	-0.1	.	1.4	59*	-0.1	0.0	.
RAD52 inh	4	2	-171	-15	-19	-15	-10	2	-15	-51
GSIS activator	.	-2	8	-6	6	.	-11	7	4	7
Xi reactivation	0.2	0.0	0.0	0.0	-0.1	0.0	0.4	-0.8	0.2	0.0

(21) Cc1noc(/C=C/N(C)C)c1S(=O)(=O)N1CCCC(C(=O)NCc2ccco2)C1 (centres undefined)
(22) O=C(NCc1ccccc1)C(c1ccccc1)n1c(-c2ccccn2)nc2ccccc21 (centres undefined)
(23) O=[N+]([O-])c1ccccc1OCCNCc1ccccc1
(24) COc1ccc2c3c([nH]c2c1)[C@H](CO)N(C(=O)c1ccccn1)CC31CCN(C(=O)C2CCCCC2)CC1
(25) CCc1nn(C)c(N)c1C
(26) Cc1ccc(-n2ncc3c2CCCC3NC(=O)CCN2CCCC2=O)cc1C (centres undefined)
(27) COc1ccc(NC(=O)NCCN2CCN(c3cc(OC)ccc3OC)CC2)cc1
(28) Cc1cc(-c2ccccc2)nc(Nc2nc3c(C)cccc3c(=O)[nH]2)n1
(29) CC(C)C1=CC2C3C(C(C(C)C)=CC(=O)[C@@]3(C)O)C1C(=O)C2(C)O (some centres undefined)
(30) COCCCNC(=O)C[C@@H]1C[C@@]2(C(=O)OC)CCCCC=C2N(Cc2cccc3ccccc23)C1=O
assay / entry	21	22	23	24	25	26	27	28	29	30
RAD54 branch	-1	.	1	.	-6	13	6	.	.	.
DENV2 CPE rescue	13	-8	5	3	0	5	-1	-8	-11	.
F508del corr	2.2	-0.5	-1.3	-1.6	-1.5	2.5	.	0.9	-1.4	-1.4
Casp6 inh	0	12	-6	-1	-1	-9	-4	2	1	0
E-selectin induc	0.1	0.1	.	-0.2	0.4	.	.	.	-0.1	-0.1
RAD52 inh	-274	-40	-11	-15	-8	-4	-10	-4	-9	-10
GSIS activator	-15	-14	4	6	15	-14	.	5	18	-24
Xi reactivation	0.0	-0.1	0.0	1.0	0.1	0.0	0.2	0.2	0.1	0.7

# By substructure: the compounds so far with a nitro group on carbon
(16) NC(=O)CC(NC(=O)c1ccc(Br)cc1)c1ccc(N2CCN(c3ccccn3)CC2)c([N+](=O)[O-])c1 (centres undefined)
(23) O=[N+]([O-])c1ccccc1OCCNCc1ccccc1
assay / entry	16	23
RAD54 branch	16	1
DENV2 CPE rescue	1	5
F508del corr	0.7	-1.3
Casp6 inh	0	-6
E-selectin induc	1.4	.
RAD52 inh	-15	-11
GSIS activator	.	4
Xi reactivation	0.0	0.0

# The main list resumes with the two entries that preceded the break.
(29) CC(C)C1=CC2C3C(C(C(C)C)=CC(=O)[C@@]3(C)O)C1C(=O)C2(C)O (some centres undefined)
(30) COCCCNC(=O)C[C@@H]1C[C@@]2(C(=O)OC)CCCCC=C2N(Cc2cccc3ccccc23)C1=O
(31) Nc1nnn(CC(=O)N/N=C/c2ccco2)n1
(32) Cc1ccc(S(=O)(=O)N(C)C[C@@H]2OCc3ccccc3-c3c(n(C)c4ccccc34)C(=O)N([C@H](C)CO)C[C@H]2C)cc1
(33) O=C1CC[C@@H](C(=O)N2CSC[C@@H]2C(=O)Nc2ccc(C(F)(F)F)cc2)N1
(34) C[C@@H]1CN([C@@H](C)CO)S(=O)(=O)c2ccc(-c3ccncc3)cc2O[C@@H]1CN(C)S(=O)(=O)c1ccccc1F
(35) COc1ccc(S(=O)(=O)Nc2ccc3c(c2)C(=O)N([C@@H](C)CO)C[C@@H](C)[C@H](CN(C)Cc2ccncc2)OCCCC[C@H](C)O3)cc1
(36) CCOc1ccc(/C=C(\C#N)C(=O)c2c(C)[nH]c3ccccc23)cc1OC
(37) C[C@H](CO)N1C[C@H](C)[C@H](CN(C)Cc2ccc(Cl)c(Cl)c2)Oc2c(NC(=O)c3ccc(-c4nccs4)cc3)cccc2C1=O
(38) CC1CCCCN1S(=O)(=O)c1coc(C(N)=O)c1 (centres undefined)
(39) Cc1onc(-c2c(Cl)cccc2Cl)c1C(=O)N=S(C)(=O)c1ccccc1 (centres undefined)
(40) COc1ccc(CNCC(O)COc2cccc3c2OC(C)(C)C3)cc1 (centres undefined)
assay / entry	29	30	31	32	33	34	35	36	37	38	39	40
RAD54 branch	.	.	-9	-5	-5	3	1	-6	0	-3	-4	11
DENV2 CPE rescue	-11	.	0	0	5	-2	-3	-2	8	-2	6	0
F508del corr	-1.4	-1.4	-0.2	3.4	1.6	-1.8	-1.8	1.4	-0.2	1.3	0.7	0.0
Casp6 inh	1	0	0	-1	-1	-1	-2	-1	-2	1	-5	-1
E-selectin induc	-0.1	-0.1	7.2	0.7	0.0	0.7	0.1	0.5	-7.1	.	.	-0.1
RAD52 inh	-9	-10	-6	12	-14	-16	-13	9	14	-4	4	-59
GSIS activator	18	-24	-4	-8	3	-11	-8	-6	0	24	-12	-37
Xi reactivation	0.1	0.7	0.1	0.2	-0.2	-0.3	0.3	0.0	-0.8	-0.1	0.0	-0.1

(41) COc1cc(C(=O)OCc2cccc(OC)c2OC)ccc1OCC(=O)N1CCOCC1
(42) O=C(Cn1ncc(Cl)c(Cl)c1=O)NC(=O)NC1CCCCC1
(43) Cc1ccc(CNC(=O)c2cccc3c2C(=O)c2ccc(N4CCC(C)CC4)cc2S3(=O)=O)cc1
(44) COc1ccc(-c2[nH]ncc2-c2csc(C)n2)c(O)c1
(45) CN(C)/C=C(\C#N)S(=O)(=O)c1ccccc1
(46) CCOc1ccc(C(=O)N[C@H](C(=O)Nc2cccc(S(=O)(=O)N3CCOCC3)c2)C(C)C)cc1
(47) CN(C(=O)COC(=O)c1cccnc1Cl)C1CCCCC1
(48) Cc1cccc(C(C)C)c1NC(=O)CSc1nncn1C
(49) Cc1onc(-c2c(F)cccc2Cl)c1C(=O)c1ccccc1O
(50) CC(NS(=O)(=O)c1ccc2ccccc2c1)c1ccccn1 (centres undefined)
(51) CC(C)C[C@@H]1COc2cccc(NC3CC3)c2S(=O)(=O)N1
(52) Cc1ccc(OCCn2c(C3CC(=O)N(Cc4ccccc4)C3)nc3ccccc32)cc1 (centres undefined)
(53) O=C(CSc1nc2c(oc3ccccc32)c(=O)n1CC1CCCO1)NCc1ccccc1 (centres undefined)
assay / entry	41	42	43	44	45	46	47	48	49	50	51	52	53
RAD54 branch	-4	.	-19	-6	-14	-27	?	2	2	-4	.	-3	-15
DENV2 CPE rescue	10	1	.	-4	1	-5	?	-6	0	-7	-3	-3	72*
F508del corr	-1.3	-11	0.3	-1.5	0.9	4.2	0.0	1.4	1.8	-3.6	-3.7	2.2	1.6
Casp6 inh	2	22	-16	-1	-1	0	-3	1	1	-3	0	-1	8
E-selectin induc	-0.1	.	0.6	.	.	-0.3	0.0	.	-0.3	-0.1	-0.1	-0.3	0.2
RAD52 inh	-21	-3	-424	-13	-15	-6	-16	-20	1	-18	-17	-7	-11
GSIS activator	1	.	-12	12	-2	5	24	-17	6	13	6	.	-22
Xi reactivation	0.0	1.7	0.0	0.0	0.0	-0.1	0.1	.	-0.1	0.8	0.2	0.1	0.0

# Screening results deposited in PubChem by Broad Institute.
